# V-ATPase pH: regulators of yeast V-ATPase proton transport; S. cerevisiae, pHLuorin cytosolic pH fluorescence; response, % at 10 µM; actives 0.37% (n = 350,000); AID 504577; in the data active = response mostly above about 7.3%, no sharp cut-off; inactive = mostly below about 5.4%; note: actives read high; inactives centre near 0; some compounds called inactive have numbers as strong as hits; reference of the scale not given here
# HTR5A ag ctr: HTR5A agonism, opioid heterodimer counter-screen; actives 0.61% (n = 340,000); P47898; HTR5A agonist assay, luminescence, cell-based; activation, % at 9.3 µM; in the data active = activation mostly above about 9.5%, no sharp cut-off; inactive = mostly below about 7.6%;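 note: 0% = cells with vehicle only and 100% = reference agonist; strong numbers were not always called active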
# Target sequence (P47898 whole entry, looked up): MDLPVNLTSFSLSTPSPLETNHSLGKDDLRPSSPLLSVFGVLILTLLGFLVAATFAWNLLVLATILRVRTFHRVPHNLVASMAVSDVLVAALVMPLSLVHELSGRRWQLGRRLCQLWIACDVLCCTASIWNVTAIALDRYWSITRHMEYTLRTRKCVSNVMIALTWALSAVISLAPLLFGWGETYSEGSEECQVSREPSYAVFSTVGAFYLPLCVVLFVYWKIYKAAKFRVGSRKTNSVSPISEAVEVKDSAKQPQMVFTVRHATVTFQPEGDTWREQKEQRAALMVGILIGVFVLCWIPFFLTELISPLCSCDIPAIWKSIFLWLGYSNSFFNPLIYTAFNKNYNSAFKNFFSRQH
# PKA-R2B act: PKA-R2B complex activation | P22694+P31323 | PKA-R2B holoenzyme dissociation, Cy5-IP20 fluorescence polarization; R2B truncated from residue 108, S112A mutant; 0% DMSO only, 100% 113 µM cGMP | activation, % at 11.4 µM | actives 0.079% (n = 340,000) | AID 504700;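 active = activation above a cutoff set at the mean over all compounds plus 3 SD, cut at about 18% in these data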;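 note: higher means more holoenzyme dissociation and a rise in polarization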
# OPRM1-OPRD1 ag: OPRM1-OPRD1 heterodimerization agonism | P35372+P41143 | cells, luminescence | activation, % at 9.3 µM | actives 0.3% (n = 340,000) | AID 504326; in the data active = activation above about 18%;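 note: 0% = vehicle-treated cells and 100% = reference agonist; values of inactives mirror those of a sister screen read the other way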
# DAGLB inh: blocks human DAGLB lipase activity; actives 0.059% (n = 340,000); HEK293T DAGLB membrane lysate, EnzChek fluorogenic substrate; Q8NCG7; inhibition, % at 5.17 µM; in the data active = inhibition above about 34%;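 note: 0% = enzyme with vehicle and 100% = wells lacking enzyme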
# Target sequence (Q8NCG7 whole entry, looked up): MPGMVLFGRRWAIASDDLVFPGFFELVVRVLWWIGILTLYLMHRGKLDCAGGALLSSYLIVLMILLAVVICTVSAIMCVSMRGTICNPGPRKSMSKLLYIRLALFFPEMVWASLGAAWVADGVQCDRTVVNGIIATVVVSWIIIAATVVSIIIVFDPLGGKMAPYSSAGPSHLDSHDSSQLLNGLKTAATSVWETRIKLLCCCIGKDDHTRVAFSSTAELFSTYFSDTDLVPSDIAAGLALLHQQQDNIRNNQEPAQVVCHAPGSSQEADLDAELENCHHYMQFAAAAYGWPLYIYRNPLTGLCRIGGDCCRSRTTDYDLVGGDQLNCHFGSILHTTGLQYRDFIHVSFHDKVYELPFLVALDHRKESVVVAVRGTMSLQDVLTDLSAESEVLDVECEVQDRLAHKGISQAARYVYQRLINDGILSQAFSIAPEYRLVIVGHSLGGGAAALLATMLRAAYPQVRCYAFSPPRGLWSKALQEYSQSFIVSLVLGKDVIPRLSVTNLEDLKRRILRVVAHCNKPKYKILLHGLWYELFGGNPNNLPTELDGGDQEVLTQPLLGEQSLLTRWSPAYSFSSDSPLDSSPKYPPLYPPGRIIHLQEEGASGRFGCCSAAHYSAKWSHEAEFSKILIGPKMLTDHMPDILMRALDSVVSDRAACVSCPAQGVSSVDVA
# Pemphigus Ab inh: blocks pemphigus antibody binding to human desmoglein-3. P32926. DSG3-coupled beads, scFv-anti-DSG3-GFP binding, flow cytometry; active compounds read low. binding (percent of control), % at 10 µM. actives 0.48% (n = 310,000). AID 588358;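 active = binding more than 3 SD below its plate's average and above zero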;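 note: hits lower antibody fragment binding to DSG3; some compounds called inactive have numbers as strong as hits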
# HTR5A inv ag: counter-screen for OPRM1-OPRD1 inverse agonists: human HTR5A inverse agonism | P47898 | HTR5A cell line, luminescence | inhibition, % at 9.3 µM | actives 0.083% (n = 340,000) | AID 504634; in the data active = inhibition mostly above about 23%, no sharp cut-off; inactive = mostly below about 18%;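 note: 0% = cells with DMSO and 100% = no-cell wells with DMSO; some compounds called inactive have numbers as strong as hits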
# Arrestin-AP2 inh: inhibitors of human beta-arrestin and AP2 interaction; AID 504490; actives 0.31% (n = 340,000); FITC-arrestin peptide / GST-AP2 beads, flow cytometry; AP2 beta2 appendage carries R879A mutation; inhibition, % at 10 µM;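 active = inhibition above a set limit, near 3 SD of compounds lacking own fluorescence, cut at about 54% in these data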;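 note: plate controls were DMSO wells for no effect and 5 µM unlabelled arrestin peptide for full effect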
#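 Test system: GST-tagged AP2 beta2-adaptin appendage (R879A) on 4 µm glutathione beads; also added: fluorescein-tagged arrestin peptide at 50 nM final; timing: 12 min plus 1 h, RT; signal: flow cytometry, FL1 (488/535 nm); read-out: percent drop in bead-associated FITC signal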
# PKA-R1A act: activates the PKA-R1A holoenzyme complex; actives 0.083% (n = 340,000); P00514+P68181; PKA-R1A dissociation, Cy5-IP20 fluorescence polarization; scaled: DMSO 0%, 113 µM cGMP 100%; activation, % at 11.4 µM;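 active = percent activation above the mean of all tested compounds plus 3 SD, cut at about 19% in these data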;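 note: higher means more PKAc released from R1A so a rise in polarization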
# OPRM1-OPRD1 inv: mu-delta opioid heterodimer inverse agonism. P35372+P41143. cell-based MOR-DOR heterodimer luminescence. inhibition, % at 9.3 µM. actives 0.21% (n = 340,000); in the data active = inhibition above about 22%, passing the limit was not always enough;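 note: 0% = cells with DMSO and 100% = wells without cells with DMSO; values of inactives mirror those of a sister screen read the other way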
# * = called active by the depositor; . = not tested or not shown.
SMILES,V-ATPase pH,HTR5A ag ctr,PKA-R2B act,OPRM1-OPRD1 ag,DAGLB inh,Pemphigus Ab inh,HTR5A inv ag,Arrestin-AP2 inh,PKA-R1A act,OPRM1-OPRD1 inv
CCOC(=O)C(=CNc1cccc(C)n1)C(=O)OCC,0,4,-4,-1.6,0,107,-17,0,-2,10
C=CCNC(=O)CCCOc1cc(C)ccc1C,-1,0,-6,-0.3,-7,102,30,2,-5,1
CCOc1ccccc1NC(=O)CCCNC(=O)c1ccc(Cl)cc1,-1,4,-9,-2.2,0,107,-12,4,-4,12
O=C(O)C1C2CCC(C2)C1C(=O)Nc1cc(F)ccc1F (stereo unspecified),2,-6,4,0.2,0,.,16,-4,-3,-1
CCc1cc(=O)oc2cc(C)cc(OC(=O)c3ccco3)c12,1,2,4,-4.3,3,.,10,19,-5,27
CC(=O)c1ccc(NC(=O)c2ccc3c(Cl)c4c(nc3c2)CCCC4)cc1,3,-5,8,-0.1,-1,96,12,-3,-4,1
Cc1ccc(CN(C)C(=O)CN2C(=O)NC3(CCCc4ccccc43)C2=O)c(C)c1 (stereo unspecified),-3,4,-4,0.4,-4,.,-9,13,-10,-1
CCOC(=O)c1c(NC(=O)CSc2nnc(-c3ccc(Cl)cc3)o2)sc2c1CCC2,1,0,-3,-1.8,0,95,-16,2,3,9
COCCNC(=O)C(OC(=O)c1nsc(Cl)c1Cl)C(C)C (stereo unspecified),-1,1,11,-1.5,3,105,-2,4,3,8
CCCN(CCC)S(=O)(=O)c1ccc(C(=O)NNC(=O)c2cc(OC)c(OC)c(OC)c2)cc1,-2,7,10,0.9,-8,.,-30,-7,8,-5
O=c1[nH]ncc(NCCc2ccccc2)c1Cl,-3,1,-6,0.3,-1,90,-3,3,-3,-2
COc1ccc(OC)c(NC(=O)CCn2ccnc2)c1,0,1,5,-3.5,-3,98,-5,-8,-9,16
COc1ccc(NC(=O)CSc2nnnn2-c2ccccc2OC)c(OC)c1,4,3,-3,-2.7,-4,109,-8,36,0,14
COC(=O)c1[nH]c2cccc(Cl)c2c1NC(=O)CN1CCCCC1C (stereo unspecified),3,-9,-1,0.5,1,97,21,-9,-6,-3
CCCCCCNC(=O)O[C@H]1C[C@H](C(=O)OC)[C@H](C(=O)OC)C2CN(S(=O)(=O)c3ccc(C)cc3)C[C@@]21O (stereo partly specified),-2,.,-5,.,-4,98,.,.,4,.
NC(=O)CCCn1c(C(=O)c2cc(Cl)c(N)c(Cl)c2)c2ccc(C(F)(F)F)cc2[n+]1[O-],4,5,1,-0.7,5,101,-14,2,4,4
CC(=O)c1ccc(NS(=O)(=O)c2ccc3ccccc3c2)cc1,1,4,4,-0.8,1,98,11,2,-6,4
CCN1CCCC1CNC(=O)c1cc2cc(OC)c(OC)cc2[nH]1 (stereo unspecified),3,-2,-9,-2.1,-2,95,7,-3,4,12
Cc1ccc2c(CN3CCCCC3C)cc(=O)oc2c1 (stereo unspecified),2,4,-5,4.8,-2,94,-16,-8,5,-28
CN(c1ccccc1)S(=O)(=O)c1cccc(NC(=O)Nc2ccc(Cl)cc2C#N)c1,1,-3,-7,-0.5,1,97,-2,3,-5,3
CCOc1ccc(-c2ccc3nnc(SCC(=O)NCC4CCCO4)n3n2)cc1 (stereo unspecified),0,2,9,-3.1,3,99,-4,-11,-11,15
CCc1cc2c(=O)c(-c3nc4ccccc4n3C)coc2c(CN2CCC(C)CC2)c1O,-2,5,7,-0.5,-2,99,-19,-6,-4,3
COC(=O)c1ccccc1S(=O)(=O)N1CCn2cccc2C1C (stereo unspecified),-3,3,-4,-1.2,0,109,-8,7,-9,6
CC1CCC(=NNc2ccc(C(F)(F)F)cc2[N+](=O)[O-])CC1 (stereo unspecified),0,-3,-2,3.8,0,101,7,-4,-3,-17
C(=C\c1ccccc1)/C=N/Nc1nc(N2CCOCC2)nc(N2CCOCC2)n1,0,-4,1,-2.3,0,83,11,0,1,13
COc1cc(S(=O)(=O)N2CCN(c3ccccn3)CC2)ccc1Br,-2,-1,-5,0.1,1,105,3,5,-7,-1
N#C/C(=C\c1ccc2c(c1)OCO2)C(=O)NCc1ccco1,-4,3,-8,-2.6,-4,98,-23,7,-2,14
CC1(c2nnc(-c3ccccc3)o2)CC(c2cccc(Cl)c2)=NO1 (stereo unspecified),0,7,-16,0.8,-3,108,-18,11,-10,-4
CSCC[C@H](NC(=O)c1ccc2ccccc2c1)C(=O)N1CCC2(CC1)NCCc1[nH]cnc12,-1,0,4,-1.9,2,.,5,-2,11,10
Cc1cc(C(F)(F)F)nn1CC(=O)NCc1cccs1,-1,-1,9,-1.5,-1,105,11,4,-3,10

# Fetched by structure from above:
SMILES,V-ATPase pH,HTR5A ag ctr,PKA-R2B act,OPRM1-OPRD1 ag,DAGLB inh,Pemphigus Ab inh,HTR5A inv ag,Arrestin-AP2 inh,PKA-R1A act,OPRM1-OPRD1 inv
CCOc1ccc(-c2ccc3nnc(SCC(=O)NCC4CCCO4)n3n2)cc1 (stereo unspecified),0,2,9,-3.1,3,99,-4,-11,-11,15
COc1cc(S(=O)(=O)N2CCN(c3ccccn3)CC2)ccc1Br,-2,-1,-5,0.1,1,105,3,5,-7,-1
CC1(c2nnc(-c3ccccc3)o2)CC(c2cccc(Cl)c2)=NO1 (stereo unspecified),0,7,-16,0.8,-3,108,-18,11,-10,-4

# Just PKA-R2B act and Pemphigus Ab inh, for some of the entries so far:
SMILES | PKA-R2B act | Pemphigus Ab inh
COc1ccc(OC)c(NC(=O)CCn2ccnc2)c1 | 5 | 98
COc1ccc(NC(=O)CSc2nnnn2-c2ccccc2OC)c(OC)c1 | -3 | 109

# More structures follow:
SMILES,V-ATPase pH,HTR5A ag ctr,PKA-R2B act,OPRM1-OPRD1 ag,DAGLB inh,Pemphigus Ab inh,HTR5A inv ag,Arrestin-AP2 inh,PKA-R1A act,OPRM1-OPRD1 inv
COc1ccc(NC(=O)C2CCCNC2=O)cc1 (stereo unspecified),-3,0,-1,-3.7,-1,111,0,-21,-6,17
Cc1ccc(NC(=S)N2CCN(C(=O)C3CCCO3)CC2)cc1 (stereo unspecified),3,0,-3,-0.6,4,.,17,30,4,3
Cc1cccc(CCNC(=O)c2cc(S(=O)(=O)N3CCOCC3)cn2C)c1,0,0,-6,-0.8,1,96,0,6,-5,5
O=C(C[C@H]1C/C=C\C[C@H](Cc2ccc(F)cc2)C(=O)O[C@@H](c2ccccc2)CNC1=O)N[C@H](CO)Cc1ccccc1,-3,-7,-4,-1.7,-2,101,18,18,4,9
O=C(CN(Cc1ccco1)C(=O)CCC(=O)Nc1nccs1)NCc1ccccc1,-5,-1,-11,-2.9,-4,117,5,6,2,13
CC(C)COC(=O)N(C)C[C@@H]1OCc2cnnn2CCCC(=O)N([C@H](C)CO)C[C@@H]1C,1,.,-4,.,0,107,.,.,-7,.
COc1ccc(NS(=O)(=O)c2cc(NC(=O)COc3ccc(OC)cc3)ccc2N2CCOCC2)cc1,.,3,3,-0.1,0,103,-8,-3,-10,0
Nc1nc2n(n1)C(c1cccc(Br)c1)CC(c1ccc(F)cc1)N2 (stereo unspecified),-2,-6,-2,-3.5,7,104,15,-7,-5,18
CCc1ccc2oc(C(=O)NCCc3ccc(S(N)(=O)=O)cc3)cc(=O)c2c1,-1,-2,-10,-3.4,-2,101,7,0,-14,15
Cc1ccc(N2CC(C(=O)Nc3ccncc3)CC2=O)cc1 (stereo unspecified),1,-5,3,0.6,1,102,13,-9,-5,-4
O=C(c1ccc(Cn2cc(Br)cn2)cc1)N1CCN(c2ccccc2)CC1,-3,-1,8,0.4,1,100,-3,-2,-9,-2
COc1cc([N+](=O)[O-])ccc1NC(=S)N1CCN(c2ccccn2)CC1,3,-1,-5,-1.7,-1,108,12,33,7,9
Cc1cc(C)c(OCCCNCc2ccccc2)c(Br)c1,2,2,-6,2.7,-4,118,-7,-3,6,-13
Cc1ccccc1Nc1c(-c2cccnc2)nc2ccccn12,-7,9,-6,0.6,-1,104,-24,0,5,-3
NC(=S)N/N=C/c1ccccc1O,1,4,-2,-2.5,-4,99,11,3,-8,14
Cc1ccc(-c2nnn3c2nc(NCCc2ccc(S(N)(=O)=O)cc2)c2ccccc23)cc1,0,1,0,-1.4,3,110,5,-4,-1,8
O=c1c(-c2nc3ccccc3s2)cccn1Cc1ccc(Cl)c(Cl)c1,-5,-2,3,0.8,-7,.,5,5,-7,-4
Cc1ccc2cccc(OCc3cccc([N+](=O)[O-])c3)c2n1,-1,-4,-14,-1.5,-4,97,13,-7,2,7
COC(=O)C(Cc1ccc(O)cc1)NC(=O)c1ccccc1OC (stereo unspecified),0,3,-10,-1.0,2,105,-5,-6,-2,6
COc1cc(CNc2ccc(N3CCCC3)cc2)cc(Cl)c1OC,2,1,-64,0.6,6,91,-2,46,-55,-3
O=S(=O)(c1cccs1)N1CCN(CC(O)COc2cccc(Br)c2)CC1 (stereo unspecified),2,4,2,-1.2,-2,100,-10,6,-2,5
O=C(CCN1CCN(c2ccccc2)CC1)NNC(=O)c1cccc2ccccc12,2,2,9,1.4,1,102,-5,-4,5,-7
CCC(C(=O)NCc1ccccc1OC)n1nc(C)n2c(cc3occc32)c1=O (stereo unspecified),-1,7,-1,-2.1,-2,.,-3,-6,-12,13
Clc1ccc(-c2ccnc3nc(N4CCOCC4)nn23)c(Cl)c1,1,2,-10,-2.6,-3,97,-5,5,-5,14
CC1CCN(S(=O)(=O)c2cccc(C(=O)N3CCN(c4ccc(F)cc4)CC3)c2)CC1,-1,-3,1,3.6,-4,100,5,6,-4,-25
Cc1ccccc1-n1nc(-c2cccnc2)cc1C(=O)N/N=C/c1ccncc1,0,-2,4,-0.8,2,100,12,9,-3,4
COc1ccc(CCn2c(N)c(C(=O)NCc3ccco3)c3nc4ccccc4nc32)cc1OC,3,0,9,-3.9,-1,125,-13,43,-8,18
CCOC(=O)c1c(-c2cccs2)csc1NC(=O)CN1CC(C)OC(C)C1 (stereo unspecified),-3,4,-10,6.0,-13,108,-30,72*,1,-35
CC(C)[N+](C)(C)CC#CC(O)(c1ccccc1)c1ccccc1,-2,1,2,-0.6,-2,.,-20,-6,-7,3
COc1ccc(CNC(=O)CSc2nn3c(=O)c(C(C)(C)C)nnc3s2)cc1OC,1,-4,7,-0.2,0,112,-17,-15,-3,1
CCOc1ccc(NC(=O)CCc2nnc3ccc(N4CCN(C)CC4)nn23)cc1,-2,-2,-3,-1.3,-2,.,8,34,-7,7
Cc1nn(-c2ccccc2)c(C)c1NC(=O)COc1ccc(Cl)cc1Cl,-1,2,-12,1.1,-1,104,-3,-4,12,-6
Cc1ccc(NC(=O)Nc2ncnc3nc[nH]c23)cc1,5,8,1,-0.9,-1,98,-24,-4,-8,5
CN1CCN(P(=O)(c2ccccc2)c2nc3ccccc3s2)CC1 (stereo unspecified),-3,-5,-3,-1.7,1,98,-7,19,-4,10
N#CC1=C2CCCCC2(O)NC1=O (stereo unspecified),-1,.,-2,.,0,104,.,.,2,.
O=C(NC1CCCCCCC1)c1ccc2c(c1)OCO2,8,4,-1,-0.7,0,.,-11,-3,-8,4

# Compound activity as filed in PubChem BioAssay.
